# LAP4 TOR yeast = alters LAP4-GFP fluorescence in TOR pathway yeast screen | S. cerevisiae LAP4-GFP multiplex, flow cytometry GFP, 3 h; median GFP as percent of DMSO wells | GFP response vs DMSO, % at 10 µM | AID 2023 | 320,000 tested, 0.34% active;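 active = GFP response vs DMSO above a set limit, about the screen mean plus 3 SD, cut at about 150% in these data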
# MEP2 TOR yeast = yeast TOR pathway MEP2-GFP modulation | S. cerevisiae MEP2-GFP strain, flow cytometry GFP, 3 h; 100% = DMSO control level | GFP response vs DMSO, % at 10 µM | 330,000 tested, 0.51% active | AID 2016;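 active = GFP response versus DMSO above a set limit, roughly screen mean plus 3 SD, cut at about 180% in these data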;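 note: median GFP fluorescence of the barcode-gated MEP2-GFP cells per well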
# proCasp3 act = activates human procaspase-3. P42574. recombinant procaspase-3 D3A, Ac-DEVD-pNA absorbance 405 nm. activation, % at 8.5 µM. 330,000 tested, 0.11% active. AID 463141;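 active = activation above the mean of all tested compounds plus 3 SD, cut at about 21% in these data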;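 note: 0% = DMSO alone and 100% = DMSO wells spiked with extra 5 µM PC-3 D3A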
# Target sequence (P42574 whole entry D9A/D28A/D175A): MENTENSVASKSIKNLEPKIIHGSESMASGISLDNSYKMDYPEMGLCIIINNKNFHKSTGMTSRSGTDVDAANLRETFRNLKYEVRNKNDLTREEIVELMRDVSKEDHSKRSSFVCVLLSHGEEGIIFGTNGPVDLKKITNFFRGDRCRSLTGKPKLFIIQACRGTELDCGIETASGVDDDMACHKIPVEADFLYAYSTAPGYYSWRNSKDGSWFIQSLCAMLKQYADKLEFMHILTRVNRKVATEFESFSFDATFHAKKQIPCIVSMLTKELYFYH
#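 Technique: 405 nm absorbance of p-nitroaniline, reads at 0 and 120 min; Test system: Procaspase-3 D3A mutant; Incubation: 1 h enzyme-compound preincubation, then 2 h substrate reaction, 25 °C; Repeats: singlicate, each compound tested once; Benchmarks: low control DMSO wells, high control DMSO plus 5 µM PC-3 D3A.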
# AGP1 TOR yeast = modulators of TOR pathway AGP1-GFP in S. cerevisiae; GFP response vs DMSO, % at 10 µM; S. cerevisiae AGP1-GFP multiplex flow cytometry, 3 h; GFP as percent of DMSO wells; 320,000 tested, 0.02% active;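 active = GFP response relative to DMSO above a set limit, near screen average plus 3 SD, cut at about 150% in these data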;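 note: median GFP channel fluorescence of the gated AGP1 strain per well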
# CIT2-GFP yeast = yeast TOR pathway CIT2-GFP modulation. S. cerevisiae CIT2-GFP strain, flow cytometry, 3 h; 100 means same as DMSO wells. 320,000 tested, 0.065% active. GFP response vs DMSO, % at 10 µM. AID 2029;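 active = GFP response relative to DMSO above a set limit, near the screen mean plus 3 SD, cut at about 150% in these data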;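 note: ratio of well median GFP fluorescence to mean of DMSO wells on the plate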
# RPL19A TOR yeast = yeast TOR pathway RPL19A-GFP modulation | S. cerevisiae RPL19A-GFP strain, flow cytometry, 3 h; stronger effect = lower value | percent response vs DMSO, % at 10 µM | 330,000 tested, 0.3% active;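 active = percent response vs DMSO below 50%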;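 note: median channel GFP fluorescence of the barcoded RPL19A-GFP strain; ratio of sample median GFP to plate DMSO average so 100% = DMSO; lower means less RPL19A-GFP as with rapamycin TOR inhibition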
# proCasp7 act = counter-screen for procaspase-3 activators: activators of human procaspase-7 | P55210 | recombinant procaspase-7, Ac-DEVD-pNA absorbance 405 nm; D23A/D198A/D206A triple mutant, cannot self-cleave; scale: DMSO 0, 5 µM enzyme 100 | activation, % at 8.5 µM | 330,000 tested, 0.093% active | AID 463210;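 active = percent activation above the screen-wide mean plus 3 SD, cut at about 25% in these data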
# Target sequence (P55210 whole entry D23A/D198A/D206A): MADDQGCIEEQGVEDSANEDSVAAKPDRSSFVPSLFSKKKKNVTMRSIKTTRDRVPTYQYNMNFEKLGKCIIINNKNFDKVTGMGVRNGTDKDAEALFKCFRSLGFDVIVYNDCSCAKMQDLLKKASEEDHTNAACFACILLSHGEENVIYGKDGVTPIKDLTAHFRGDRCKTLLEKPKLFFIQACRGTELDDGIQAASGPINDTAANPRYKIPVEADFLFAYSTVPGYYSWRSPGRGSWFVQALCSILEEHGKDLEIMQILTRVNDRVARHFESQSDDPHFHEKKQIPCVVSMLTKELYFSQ
#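 System: Procaspase-7 triple mutant (PC-7 D3A); measure: % activation from two-timepoint absorbance difference, scaled to controls; times: 1 h compound preincubation, 2 h substrate cleavage, 25 °C; also added: Ac-DEVD-pNA substrate, 400 µM as added; measured by: Epi-absorbance of released pNA at 405 nm, two timepoints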
# AHR act = human AHR activation; activation, % at 5 µM; P35869; 320,000 tested, 2.5% active; AHR-responsive luciferase reporter cells, luminescence; AID 2796; in the data active = activation above about 47%;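 note: 0% = vehicle wells and 100% = reference agonist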
# * = called active by the depositor; · = not tested or not shown. Compounds as they come, and some 3.5% of all compounds hit somewhere here.
canonical_smiles	LAP4 TOR yeast	MEP2 TOR yeast	proCasp3 act	AGP1 TOR yeast	CIT2-GFP yeast	RPL19A TOR yeast	proCasp7 act	AHR act
CC(C)CC(=O)NC1(C(F)(F)F)C(=O)N(Cc2ccccc2)C2=C1C(=O)CC(C)(C)C2 (stereo not drawn)	87	98	-4	96	91	98	-2	0
Cc1csc(=NC(=O)c2ccccc2)n1C	105	104	14	102	98	101	-4	42
CC(=O)c1ccc(NC(=O)CSc2nnc(Cn3c(=O)sc4ccccc43)n2C)cc1	98	107	1	105	91	98	3	9
CCNS(=O)(=O)c1ccc(NC(=O)Nc2ccc3c(c2)OCO3)cc1	79	97	2	88	97	102	-8	15
COc1ccc(-c2oc3ccc(-c4ccc(OC)nc4)cc3c2C#CC2(O)CCCCC2)cc1	105	85	1	89	99	101	-2	8
CCSc1nnc(NC(=O)C2CC(=O)N(Cc3ccc(C)cc3)C2)s1 (stereo not drawn)	99	98	-5	94	112	107	-2	2
Fc1ccc(N2CCN(C(=S)NCC3CCCO3)CC2)cc1 (stereo not drawn)	121	113	0	103	99	102	3	1
O=P(C1=C(N2CCOCC2)/C(=C\c2ccccc2)CC1)(N1CCOCC1)N1CCOCC1	99	104	1	101	103	99	8	1
O=C1C(Cl)=C(NCCc2ccccc2)C(=O)N1CCc1ccccc1	96	90	4	91	82	91	33*	35
Cn1c(=O)[nH]c(=O)c2c1nc(NCCCn1ccnc1)n2Cc1ccc(F)cc1	109	108	-1	115	107	107	-7	3
O=C(NNC(=O)c1ccc2ccccc2c1O)NC1CCCCC1	80	102	·	87	84	109	·	·
O=C(NCc1cccs1)C1CCN(S(=O)(=O)c2cccs2)CC1	102	104	0	103	108	104	4	-3
O=C(c1ccsc1)N1CCCC(N2CCN(c3cccc(C(F)(F)F)c3)CC2)C1 (stereo not drawn)	79	90	-2	94	87	99	1	6
O=C(CNC(=O)c1ccc(Cl)cc1Cl)OCc1ccccc1	100	98	-13	109	106	102	6	4
O=C(NCc1ccccc1F)C1CCN(C(=O)Nc2ccc(F)cc2)CC1	90	95	-3	90	96	94	11	0
CC(C)(C)[C@H]1C=C(C(=O)Nc2ccccc2)O[C@@H](OCCCCO)C1	121	90	7	89	100	102	-5	0
CC1(C)CC(=O)C(C=NCCN2CCN(C(=S)NC3CCCCC3)CC2)=C(O)C1	94	108	3	99	101	103	-1	1
CCOC(=O)c1oc2cc(O)ccc2c(=O)c1-c1ccc(OC)cc1	106	111	-7	97	107	99	-6	-4
O=C(Nc1nnc(C(F)(F)F)s1)c1ccc(Br)s1	108	111	5	106	112	104	2	6
COc1ccc(CNC(=O)c2noc(C(C)C)c2[N+](=O)[O-])cc1	96	100	-4	101	103	98	1	-1
COc1ccc(S(=O)(=O)N(C)C)cc1NC(=O)COC(=O)CC1CCCC1	98	105	9	102	103	107	6	1
Cc1cc(NC(=O)Nc2ccc(Cl)cc2)n(-c2ccccc2)n1	108	101	10	111	107	104	6	6
Cc1ccc2nc(-c3cccc(NC(=O)c4ccc5c(c4)OCCO5)c3)oc2c1	95	98	7	91	99	96	8	11
CC(C)N1C(=O)CSC1c1ccc(Br)cc1 (stereo not drawn)	99	99	2	96	101	99	-4	6

# One compound at a time, from the list above. Order of values: LAP4 TOR yeast	MEP2 TOR yeast	proCasp3 act	AGP1 TOR yeast	CIT2-GFP yeast	RPL19A TOR yeast	proCasp7 act	AHR act
# `COc1ccc(S(=O)(=O)N(C)C)cc1NC(=O)COC(=O)CC1CCCC1` as listed: 98	105	9	102	103	107	6	1
# `Cc1cc(NC(=O)Nc2ccc(Cl)cc2)n(-c2ccccc2)n1` as listed: 108	101	10	111	107	104	6	6

# Remaining list, next part
canonical_smiles	LAP4 TOR yeast	MEP2 TOR yeast	proCasp3 act	AGP1 TOR yeast	CIT2-GFP yeast	RPL19A TOR yeast	proCasp7 act	AHR act
Cc1ccc(NC(=O)CSc2ccc(-c3cccnc3)nn2)c(C)c1	129	104	4	111	108	103	-1	36
O=C(OCCc1cc2ccccc2c(=O)o1)c1cccc(Br)c1	100	85	7	90	83	95	0	-1
O=C(O)c1cc(S(=O)(=O)N2CCCCC2)ccc1N1CCOCC1	103	102	8	104	103	109	10	-1
O=C(c1ccccc1)N1CCN(C2CCCCCC2)CC1	90	87	1	78	113	·	0	-1
O=C(O)C(Cc1c[nH]c2ccccc12)N1CCS(=O)(=O)CC1 (stereo not drawn)	96	94	3	100	96	94	-4	19
CCN(CC)CCNC(=O)C(C)c1nn(CC)c(=O)c2ccccc12 (stereo not drawn)	99	100	3	98	100	97	8	0
CCOc1ccc(C(=O)OCCN(C)C)cc1	96	113	11	70	107	94	4	0
O=[N+]([O-])c1cc(/C=N/n2cnnc2)ccc1N1CCCC1	93	105	-1	102	99	109	-4	37
NC(=O)C1CCN(C(=O)c2ccc(NS(=O)(=O)c3ccc(F)c(F)c3)cc2)CC1	103	101	7	100	99	100	0	0
O=C(NCCOc1ccc(Cl)cc1)c1ccc2ccccc2n1	99	99	5	89	90	97	1	4
Cc1nn(C)c(C)c1NC(=O)CSc1nc(-c2ccccc2Cl)nc2c1cnn2-c1ccccc1	106	123	0	96	90	87	18	0
CCCCOn1c(C)c(C(=O)OCC)c2c3nonc3ccc21	99	93	24*	83	·	95	22	-2
Cc1ccccc1NC(=S)N(CCN1CCCCCC1)Cc1cccs1	106	101	1	107	107	98	10	-3
CCc1ccc(-c2cc(C)no2)cc1S(=O)(=O)N1CCN(c2ccccc2F)CC1	102	105	2	107	104	107	-3	0
COc1cccc(NS(=O)(=O)c2ccc(-n3cccn3)cc2)c1	101	106	5	98	103	98	5	0
Cc1cccc(-n2c(SCC(=O)O)nc3sc4c(c3c2=O)CCC4)c1	107	106	5	104	98	102	-5	0
O=C(CSc1n[nH]c(=O)n1-c1ccccc1)Nc1ccccc1	109	102	-2	107	104	98	-4	-2
COc1cccc(NC(=O)CN2C(=O)NC(c3ccccc3)(c3ccccc3)C2=O)c1	89	103	-1	101	105	109	2	7
Cc1cc2nc(NCCCO)n(CC(=O)c3cc(C(C)(C)C)c(O)c(C(C)(C)C)c3)c2cc1C	99	103	6	104	95	101	-3	5
N/C(=N\OC(=O)c1cccc(Cn2cc(C(F)(F)F)ccc2=O)c1)c1ccc(Cl)cc1	104	100	5	98	86	95	8	-2
CCOc1ccc(-n2ccc(=O)c(C(=O)Nc3ccc(S(=O)(=O)Nc4nccs4)cc3)n2)cc1	89	102	6	100	107	100	-4	1
O=C(CSc1nc2ccccc2c(=O)[nH]1)Nc1nc(-c2ccc(Br)cc2)cs1	101	118	-4	94	98	102	1	9
O=C(COC(=O)COc1ccc(Br)cc1)NNC(=O)c1ccccc1	92	104	3	95	101	102	10	0
Cc1cc2c(=O)n(Cc3ccco3)c(SCC(=O)c3ccc(Cl)s3)nc2s1	106	103	-6	101	95	102	-2	2
Cn1c(=O)oc2cc(S(=O)(=O)N3CCN(c4ccccc4F)CC3)ccc21	108	113	1	108	114	109	0	6
C/C(=N/O)c1ccc(Oc2cnccn2)cc1	82	96	-4	95	99	101	1	10
Cc1cccc(SCc2noc(C(=O)NC(C)C)c2C(=O)O)c1	133	92	-5	88	107	100	-4	4
CN(CC(=O)NC1CCCCC1)S(=O)(=O)c1cccc2cccnc12	91	105	11	98	94	99	-4	3
Cc1[nH][nH]c(=O)c1N=Nc1ccccc1	103	100	-11	91	93	98	-3	-2
O=C(Nc1ccc(Oc2cccnc2)cc1)C1CCN(Cc2ccc(F)cc2)CC1	86	99	-1	92	95	103	1	12
COc1ccc(C)cc1NC(=O)C1CCCN(S(=O)(=O)c2cccc3cccnc23)C1 (stereo not drawn)	98	96	2	99	96	95	4	3
C/C(=N\NC(=O)Cc1c(C)[nH][nH]c1=O)c1ccc2ccccc2c1	97	107	-4	98	108	104	5	2
O=C(CCCn1cnc([N+](=O)[O-])n1)Nc1cccc(Cl)c1Cl	96	106	-8	101	101	100	-3	3
COc1cc(NC(=O)c2ccccc2F)c(OC)cc1NC(=O)CN1CCCCC1	92	100	-6	96	99	97	0	44
Cc1ccc(-n2nc3c(c2NC(=O)c2ccco2)CS(=O)(=O)C3)cc1C	105	102	-7	109	104	94	-9	3
Cc1nn(Cc2ccccc2)c(C)c1NC(=O)c1cc(-c2cccs2)on1	104	98	1	95	93	99	8	-4
COc1ccc(-c2csc(Nc3ccc(S(=O)(=O)Nc4cc(C)on4)cc3)n2)cc1C	99	96	9	104	101	97	5	6
O=C(Nc1ccccc1N1CCOCC1)c1ccc2c(c1)OCCO2	81	104	3	89	·	95	-7	3
CN(CC(=O)N1CCN(c2ccccc2F)CC1)S(=O)(=O)c1cnc[nH]1	97	94	-7	100	102	97	-5	0
O=C(Nc1nc2ccc([N+](=O)[O-])cc2s1)C1CCCO1 (stereo not drawn)	113	96	19	96	92	101	1	-2
CCOC(=O)/C(C#N)=C/N=c1ccc(C)cn1C	115	104	-6	108	103	95	-1	3
CCc1nnc(NS(=O)(=O)c2ccc(NC(=O)c3cc(Cl)ccc3[N+](=O)[O-])cc2)s1	95	101	·	107	103	103	·	·
Cc1ccc(S(=O)(=O)N2CCOCC2)cc1NC(=O)CSc1nnc(C2CC2)n1C1CC1	100	101	1	105	98	101	-11	1
CC(C)C(=O)NC(=S)Nc1ccccn1	103	110	1	103	104	99	-1	-1
COc1ccc(C)cc1NC(=O)c1ccc(N(C)S(C)(=O)=O)cc1	92	96	6	95	97	96	7	19
c1cncc(CNc2ncnc3ccc(-c4ccoc4)cc23)c1	113	93	-4	111	111	100	-7	25
CCOc1cc(/C=N/n2cnnc2)ccc1O	76	97	-6	95	105	98	3	4
CCOCC(=O)Nc1ccc([N+](=O)[O-])cc1Cl	100	100	-8	98	87	98	-10	-2
O=C(Cc1ccccc1)NC(Nc1cccc2ccccc12)C(Cl)(Cl)Cl (stereo not drawn)	97	98	6	103	97	97	11	25
CN(c1ccccc1)S(=O)(=O)c1cc(C(=O)OCC(=O)N2CCN(C(=O)c3ccco3)CC2)ccc1Cl	107	96	4	101	112	109	-4	0
CCCNC(=O)Cn1nc(C)n2c(cc3cc(F)ccc32)c1=O	88	109	·	91	99	102	·	·
Cc1ccc2nc(N(CCN(C)C)C(=O)c3ccc4c(c3)OCCO4)sc2c1	102	109	-1	102	103	103	10	21
OC1(c2cccs2)CN(c2ccccc2)C2=[N+]1CCCC2 (stereo not drawn)	104	111	-6	98	103	110	8	4
O=C(CSc1nc2ccccc2c(=O)n1CCC(=O)N1CCCCC1)NCc1ccccc1	102	100	-1	103	93	99	1	-1
Cc1cc(C)cc(NC(=S)NCC2CCN(C(C)c3ccccc3)C2)c1 (stereo not drawn)	97	100	-4	97	93	95	-3	3
CCn1cc(-c2cc(C(F)(F)F)n3nc(C(=O)O)cc3n2)c(C)n1	105	104	6	112	113	105	12	-1

# Assay outcomes deposited in PubChem by several laboratories.
